# Bioassay records (PubChem)
# FN deposition inh: inhibitors of fibronectin matrix deposition, primary screen, AH1F cells, Alexa488-fibronectin fluorescence, plate reader; AH1F fibroblasts, overnight; AID 743247, 2014; actives 0.086% (n = 350,000); inhibition, % at 12.6 µM;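 active = mean inhibition across replicates of 30% or more, regardless of how many single replicates reach that level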;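 also: positive control wells lacked labelled fibronectin entirely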
#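 Assay system: AH1F fibroblast monolayer, labelled fibronectin deposition. Amount: 10000 cells per well. Also added: labelled fibronectin 24 nM. Compound: single-point pinned compound. Incubation: cell attachment 1 h, compound and FN exposure overnight. Detection: fluorescence after three HBSS washes, excitation 485 nm, emission 525 nm. Read-out: inhibition of fibronectin deposition signal.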
# C2C12 statin: suppressors of statin myotoxicity in C2C12 myotubes, primary screen, cell-based, single point, plate reader. C2C12 myotubes + simvastatin, ATP luminescence, 48 h; scaled: DMSO 0, geranylgeraniol control 100. rescue of ATP level, % at 7.49 µM. actives 0.78% (n = 330,000). AID 602340, 2012;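 active = mean ATP rescue above about 67%, or every replicate alone reaching that limit, limit read from the data, passing the limit was not always enough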;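 also: myotubes were challenged with 10 µM simvastatin during compound exposure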
# PglD DTNB: C. jejuni PglD acetyltransferase inhibitors, primary screen, biochemical, DTNB colorimetric, single point; UDP-N-acetylbacillosamine N-acetyltransferase PglD (Campylobacter jejuni); purified PglD enzyme, DTNB colorimetric CoA detection; inhibition, % at 12.5 µM; actives 0.098% (n = 360,000); in the data active = inhibition above about 16%, passing the limit was not always enough; also: strong numbers were not always called active
# PGC1a acetyl inh: inhibitors of PGC1a acetylation signal, primary screen, cell-based, U2OS, AlphaScreen, inhibitor mode; AlphaScreen anti-acetyl-lysine; with virally co-expressed GCN5 acetyltransferase; inhibition, % at 15.6 µM; actives 0.17% (n = 350,000);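 active = every replicate shows inhibition of at least 40%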;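 also: 0% = neutral control wells and 100% = positive control wells; some results beyond the cut were filed as inactive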
# CFTR F508del cor: F508del CFTR correction, initial screen, CFBE line, single point; activity (quench increase), % at 7.58 µM; AID 720511, 2013; actives 0.36% (n = 350,000); CFBE cells, YFP halide quenching; stimulated with forskolin plus potentiator P3; % fluorescence drop versus neutral controls;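 active = mean added fluorescence quench of at least 8% versus neutral control, with both replicates also reaching 8%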;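 also: cells transiently co-express mutant CFTR-F508del with the halide-sensitive YFP; corrector assay measuring rescue of mutant channel to the surface after 24 h compound exposure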
# Cneo AK release: Cryptococcus neoformans cell lysis inducers, primary screen, AK release luminescence, single concentration; lysis activity, % at 15 µM; C. neoformans lysis, adenylate kinase release luminescence, 4 h; normalised: neutral wells 0, clomiphene wells 100; actives 0.2% (n = 360,000); AID 651654, 2012;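 active = mean lysis activity across replicates of at least 80%, whatever share of replicates individually reach that level; inactive = mean lysis activity below 80%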
#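 read-out = cell lysis signal | test system = log-phase Cryptococcus neoformans yeast cells | input = cells at 5 × 10^6 per mL | medium = fresh YPD growth medium | signal = luminescent adenylate kinase detection reagent | timing = 4 h at 37 °C static, read 1 h later | dosing = single dose | controls = Clomiphene as positive lysis control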
# INS-1E GSIS act: GLuc luminescence reporter in INS-1E cells, primary screen for activators of glucose-dependent secretion of insulin. INS-1E GLuc reporter insulin secretion, 2-3 h. actives 0.61% (n = 370,000). activation, % at 16.6 µM;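 active = lowest replicate activation of at least 40%, so every replicate reaches that level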;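 also: 0% = median of neutral control wells and 100% = median of IBMX positive control wells; some compounds called inactive have numbers as strong as hits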
# miR122 inh: miR-122 Renilla sensor signal increase in Huh7, primary screen, miR-122 inhibitor project, cell-based, single point, plate reader | activation (reporter increase), % at 12.5 µM | Huh7 miR-122 Renilla luciferase sensor, 48 h; neutral wells = 0, positive control = 100 | AID 602342, 2012 | actives 0.3% (n = 340,000);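 active = mean replicate activation score at least 90 and every replicate individually at or above 90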;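 also: higher luciferase means less miR-122 activity so hits act as miR-122 inhibitors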
# Active calls of the source: *; nt = no result given; & = joins results of further samples; [ ] = remark or other dose.
SMILES,FN deposition inh,C2C12 statin,PglD DTNB,PGC1a acetyl inh,CFTR F508del cor,Cneo AK release,INS-1E GSIS act,miR122 inh
CCCNC(=O)c1ccc(Cn2cc(-c3ccc(OC)cc3)nc2C(C)N)cc1 (stereo not given),-1.8,26.4,1.5,-5.0,-4.5,-1.2,nt,-0.6
CCCCCCNC(=O)c1c(O)c2cccc3c2n(c1=O)CCC3,nt,-6.0,0.7,5.9,nt,-0.8,nt,4.6
COc1ccc(NC(=O)CSc2nc3c(c(=O)n2-c2ccc(C)cc2)SCC3)c(OC)c1,-0.5,-0.8,-3.3,3.7,-0.8,5.4,-10.3,0.6
CC1CN(C(=O)CN2C(=O)NC(C)(c3ccccc3)C2=O)CC(C)O1 (stereo not given),-5.5,-6.0,-0.2,1.4,nt,2.9,11.6,-0.8
CCC(C)(C)n1nnnc1C(c1cccc(C#N)c1)N1CCN(c2cc(C)ccc2C)CC1 (stereo not given),nt,-48.9,7.2,0.1,nt,-0.1,nt,-6.5
O=C(CNC(=O)c1ccc(Br)cc1)NCC(=O)OCC(=O)c1ccc([N+](=O)[O-])cc1,10.8,nt,-1.9,-7.6,-0.2,-0.5,10.1,-2.3
COCCn1c(SCC(=O)Nc2cccc(C)c2)nnc1C(C)C,-15.0,1.9,4.2,-4.6,nt,-5.8,nt,0.1
O=C(Nc1ccccc1F)N1CC(=O)N2[C@@H](CO)[C@@H](c3ccc(-c4cccnc4)cc3)[C@@H]2C1,2.7,nt,nt,9.8,-0.7,nt,4.6,nt
O=C(NCC(=O)N(c1cccnc1)C(C(=O)NC1CCCCC1)c1ccccc1)c1ccco1 (stereo not given),2.3,-1.3,0.5,-3.7,-0.8,-1.0,5.9,4.7
COc1ccccc1-c1nc2c(c(SCC(=O)N3CCCCC3)n1)Cc1c(CO)cnc(C)c1O2,3.4,-9.7,nt,2.6,-0.4,nt,-36.9,-6.2
COc1ccc(CNC(=O)COC(=O)C2CCN(S(=O)(=O)c3ccccc3C(F)(F)F)CC2)cc1,nt,nt,4.6,-5.4,nt,2.2,13.1,-4.8
O=C(CN1CCCCC1)NCC(=O)Nc1ccc(F)c(F)c1F,0.5,-2.7,4.0,nt,-13.0,8.7,14.2,nt
O=C(CSc1nnc(-c2ccc(Cl)cc2)n1Cc1ccco1)NCc1ccc2c(c1)OCO2,nt,17.2,-0.1,-21.2,nt,1.6,nt,14.4
CCCCCOc1ccc(C(=O)N(Cc2ccco2)C2CCS(=O)(=O)C2)cc1 (stereo not given),nt,-4.7,-2.2,-2.9,-3.0,-0.9,-47.3,-3.8
C[C@@H]1CCCCO[C@@H](CN(C)C(=O)Cc2ccccc2)[C@H](C)CN([C@H](C)CO)C(=O)c2cc(NC(=O)NC3CCCCC3)ccc2O1,nt,nt,2.4,-17.3,1.4,-14.4,-27.6,-4.1[16.7 µM]
C/C=C/c1ccc([C@H]2[C@@H](CO)N(C(=O)CN(C)C)C23CN(C(=O)C2CCCC2)C3)cc1,10.3,nt,nt,-11.1,3.9,nt,-5.0,nt
COc1c(/C=N/NC(=O)[C@H]2C[C@@H]2c2ccccc2)c(CCN(C)C(C)=O)cc2c1OCO2,-3.3,7.4,3.6,nt,-0.6,1.1,5.6,6.8
Cc1c(NC(=O)/C(C#N)=C/C2CC=CCC2)c(=O)n(-c2ccccc2)n1C (stereo not given),8.4,9.0,2.5,4.0,nt,0.7,nt,-10.6
C[C@@H]1CN([C@@H](C)CO)S(=O)(=O)c2ccc(C3=CCCC3)cc2O[C@@H]1CN(C)CC1CCOCC1,nt,11.7,nt,1.1,0.9,nt,1.0,nt
N#C[C@@H]1[C@@H](c2ccccc2-c2cccc(F)c2)[C@H](CO)N1C(=O)NC1CCCC1,-11.1,nt,nt,3.0,-2.6,nt,-12.0,nt
O=C(c1cccnc1)N(Cc1ccccc1)C(=O)c1cccnc1,8.7,-2.0,-4.9,14.4,-0.1,-1.7,18.1,7.1
CC1CC(=O)N(c2ccc(C(C)C)cc2)C(=O)C1,-0.8,-7.2,1.5,1.0,-1.6,0.1,-6.9,0.4
Cc1noc(C)c1S(=O)(=O)Nc1ccc2c(c1)C(=O)N([C@@H](C)CO)C[C@H](C)[C@@H](CN(C)S(=O)(=O)c1cccs1)OCCCC[C@@H](C)O2,-1.8,-47.4,-1.3,nt,-2.1,0.8,-17.1,36.8[16.7 µM]
O=C1C=C(c2cccc(O)c2)CCC1,0.5,20.5,-2.3,1.3,-1.1,-0.6,28.4,-6.1
COc1ccc(S(=O)CC(=O)Nc2ccc(Cl)cc2Cl)cc1 (stereo not given),-2.2,nt,nt,-3.1,-2.9,nt,7.7,nt
# The list goes on:
SMILES,FN deposition inh,C2C12 statin,PglD DTNB,PGC1a acetyl inh,CFTR F508del cor,Cneo AK release,INS-1E GSIS act,miR122 inh
CC(C)(C)c1ccc(C(=O)N2CCCCCC2=O)cc1,4.5,-18.8,2.1,nt,nt,-7.1,nt,-6.1
CC(C(=O)Nc1ccccc1)C(=O)Nc1ccccc1,-2.0,3.2,-3.0,nt,-0.2,-1.8,nt,nt
O=C(N/N=C/c1cccn1-c1ccc([N+](=O)[O-])cc1)c1cccnc1,-3.9,3.8,-0.7,5.5,0.0,3.0,0.5,-0.5
O=C(Cn1cccc1C(=O)c1ccccc1)NCc1ccco1,nt,nt,8.3,-24.2,nt,0.1,nt,16.2
CC(C)NC(=O)N(C)C[C@@H]1OCCCC[C@@H](C)Oc2ccc(NC(=O)c3ccncc3)cc2C(=O)N([C@H](C)CO)C[C@@H]1C,1.2,17.3,0.7,13.6,-1.3,-3.1,15.5,-5.7[16.7 µM]
O=S(=O)(Nc1ccc2c(c1)OCCO2)c1c(F)cccc1F,0.0,nt,-2.2,3.6,-1.3,-0.5,6.7,20.7
Cn1c(=O)[nH]c(=O)c2c1nc(CN1CCN(c3ccccc3F)CC1)n2CC(N)=O,-0.4,4.3,-1.0,1.3,-2.5,2.5,nt,0.0
COC(=O)c1sccc1-n1cccc1C(=O)C(=O)N1CC(C)OC(C)C1 (stereo not given),nt,4.1,4.8,-20.5,nt,-1.3,nt,0.3
Cc1noc(C)c1NC(=O)Nc1ccc2c(c1)C(=O)N([C@H](C)CO)C[C@@H](C)[C@H](CN(C)S(=O)(=O)c1ccc(Cl)cc1)OCCCC[C@@H](C)O2,-1.8,nt,10.9,-2.5,2.2,-2.6,7.3,-9.9[16.7 µM]
COCCNC(=O)/C(C#N)=C/c1c(F)cccc1Cl,-7.1,nt,nt,-6.9,1.8,nt,-23.1,nt
COCCN(C(=O)COC(=O)c1ccc(Cl)s1)c1c(N)n(Cc2ccccc2)c(=O)[nH]c1=O,-2.4,7.0,nt,nt,0.9,nt,3.1,-4.9
CCC(C)[C@H]1COCCS(=O)(=O)N1Cc1ccc(C)cc1 (stereo not given in full),-7.6,10.2,4.8,-13.1,2.1,-0.8,-22.4,-4.8
C=C1CC[C@@H]2[C@](C)(CO)[C@H](O)CC[C@@]2(C)[C@@H]1C/C=C1/C(=O)OCC1O (stereo not given in full),-1.7,8.7,3.4,-15.5,0.1,-1.0,nt,-16.8
Cc1ccc(NC(=O)Cc2ccc(Cl)cc2)cc1S(=O)(=O)N1CCCCCC1,-3.7,-29.9,2.1,-11.0,0.2,1.0,-36.4,12.6
O=C(O)CC(NC(=O)COc1ccccc1)c1cccc([N+](=O)[O-])c1 (stereo not given),0.2,nt,0.6,-3.4,-1.1,3.9,-23.6,-3.6
Cc1ccc(S(=O)(=O)Nc2ccc3c(c2)C(=O)N([C@H](C)CO)C[C@H](C)[C@@H](CN(C)CC2CC2)OCCCC[C@@H](C)O3)cc1,2.3,20.6,0.3,-8.4,-1.3,46.5,16.6,3.6[16.7 µM]
COc1ccccc1S(=O)(=O)N[C@@H]1CC[C@@H](CCNC(=O)C2CCCCC2)O[C@H]1CO,2.9,-3.2,-3.8,1.5,-2.8,0.0,-2.9,nt
N#C[C@@H]1[C@@H](c2ccccc2-c2ccc(F)cc2)[C@H](CO)N1c1ncc(-c2ccccc2)s1,10.4,nt,nt,-0.6,4.0,nt,12.8,nt
Cc1cc(C)nc(N2CCCC(C(=O)NC3CCCC3)C2)n1 (stereo not given),-5.2,6.9,9.4,-8.1,nt,-0.3,5.9,9.3
COc1cccc(-c2cnc3c(c2)C(=O)N([C@H](C)CO)C[C@H](C)[C@@H](CN(C)CC2CCCC2)O3)c1,nt,-5.9,nt,-1.9,1.9,nt,-0.9,nt
CCOC(=O)c1[nH]c(C)c(C(=O)N2CCN(c3cccc(Cl)c3)CC2)c1C,nt,0.7,-1.6,1.3,-0.9,-3.9,-40.3,-5.8
COc1ccc(CN(C)C[C@H]2OCc3cnnn3CCCC(=O)N([C@H](C)CO)C[C@@H]2C)cc1,3.4&4.7,3.2&-14.8&-0.2,2.7&-0.6,15.0&5.2&2.4,-1.8&-1.0&1.3,-0.2&-0.5,5.4&-2.9,1.3
CC1CCC(CN2CCN=C2N(C)C)CC1 (stereo not given),-5.2,-2.8,2.2,24.1,-0.4,-1.1,-10.8,2.2
O=C(CSc1nnc(-c2ccc(Cl)cc2)n1CC1CCCO1)NC1CCS(=O)(=O)C1 (stereo not given),-2.7,nt,nt,-9.6,-2.1,nt,-5.1,nt
O=[N+]([O-])c1ccc(Cl)c(/C=N/N2CCN(C3c4ccccc4-c4ccccc43)CC2)c1,nt,16.4,0.5,1.6,nt,-1.3,-8.4,-1.7
Clc1ccc(CN2CCN(c3ncccn3)CC2)cc1Cl,16.3,-19.0,3.7,8.9,-1.7,0.0,0.0,-3.5
COC(=O)/C=C(\C)NC(=O)c1cccs1,4.6,3.5,2.2,5.7,nt,-0.7,3.2,2.8
O=C(Cn1ccc2ccccc2c1=O)NCC(=O)N1CCCCC1,6.0,-37.5,1.1,-6.2,3.6,-1.2,3.9,-1.7
C[C@@H]1CCCCO[C@@H](CN(C)CC2CC2)[C@@H](C)CN([C@H](C)CO)C(=O)c2cc(NS(=O)(=O)c3ccccc3)ccc2O1,nt,nt,-5.2,-4.4,-2.8,4.9,-0.6,-4.0[16.7 µM]
Cc1ccc(S(=O)(=O)N(C)C[C@H]2Oc3ncc(-c4ccncc4)cc3C(=O)N([C@@H](C)CO)C[C@H]2C)cc1,10.6,-27.4,-2.8,-3.6,-2.1,-0.1,2.7,35.9[16.7 µM]

# Retrieved by compound from the entries so far, 4 records:
SMILES,FN deposition inh,C2C12 statin,PglD DTNB,PGC1a acetyl inh,CFTR F508del cor,Cneo AK release,INS-1E GSIS act,miR122 inh
CC(C(=O)Nc1ccccc1)C(=O)Nc1ccccc1,-2.0,3.2,-3.0,nt,-0.2,-1.8,nt,nt
O=C(N/N=C/c1cccn1-c1ccc([N+](=O)[O-])cc1)c1cccnc1,-3.9,3.8,-0.7,5.5,0.0,3.0,0.5,-0.5
O=S(=O)(Nc1ccc2c(c1)OCCO2)c1c(F)cccc1F,0.0,nt,-2.2,3.6,-1.3,-0.5,6.7,20.7
CC1CCC(CN2CCN=C2N(C)C)CC1 (stereo not given),-5.2,-2.8,2.2,24.1,-0.4,-1.1,-10.8,2.2
